Screening results deposited in PubChem BioAssay by several laboratories.
PolyA inh: polyadenylation inhibitors in yeast reporter cells, primary screen, luminescence, S. cerevisiae | S. cerevisiae SKY197-pL101 polyadenylation reporter, beta-gal luminescence; efflux-impaired pdr1/pdr3 knockout yeast; score 100 = 6 SD above DMSO | calls only at 12 µM | 300,000 compounds, 0.02% hits;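 active = lowest replicate activity score at least 50, where 100 means six control SD above control mean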;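 also: yeast exposed to compound for 9 h at 30 °C; higher score means more reporter readthrough which indicates perturbed polyadenylation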
RGS4 act: RGS4 potentiators or activators, primary screen, cell-based, HEK293 M3R inducible RGS4, calcium flux; carbachol calcium flux Fluo4; hits give low values; B-score at 10 µM; 310,000 compounds, 0.92% hits; AID 463111, 2010;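 active = B-score of the integrated calcium signal more than 4 SD below the library mean, with starting fluorescence not abnormally high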;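 also: negative B-score means reduced calcium response which marks RGS4 activation or potentiation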
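test system = M3R-expressing HEK293 line, RGS4 induced by doxycycline | probe or stimulus = carbachol at ECmax as muscarinic agonist stimulus | timing = dye loading 30 min 37 °C, buffer rest 30 min RT | signal = calcium dye Fluo4 fluorescence | evaluation = B score from integrated fluorescence ratio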
hERG protect: hERG rescue from dofetilide block, primary screen, cell-based, CHO-hERG, FluxOR thallium flux, dofetilide IC70; Voltage-gated inwardly rectifying potassium channel KCNH2 (Homo sapiens), Q12809; 310,000 compounds, 0.51% hits; activation (rescue from dofetilide block), less the hit threshold, % at 10 µM; AID 1511, 2009; dofetilide IC70 present;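 active = activation above the mean of controls blocked by dofetilide plus 5 SD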;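 also: thallium influx through hERG after potassium depolarization seen as dye fluorescence rise; in these data hits start at about 4.7%; inactives centre near -7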
GSK3B inh: human GSK3beta kinase inhibitors, primary screen, biochemical, cell-free homogeneous, HTS; activity score (negative = inhibition), % at 10 µM; AID 2097, 2009; GST-GSK3beta kinase, ADP-Glo luminescence, 60 min; hits give low values; 300,000 compounds, 0.038% hits; Glycogen synthase kinase-3 beta (Homo sapiens), P49841;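 active = more than half of replicate wells score below -50%, meaning over 50% inhibition versus plate controls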;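 also: 0% = median DMSO wells and -100% = median GW8510 positive control wells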
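Test system – GST-tagged human GSK3beta kinase, cell-free · Incubation – 60 min enzyme reaction, room temperature · Signal – ADP-Glo luminescence · Also added – peptide substrate and ATP at 25 µM · Controls – DMSO neutral wells and GW8510 at 20 µM as positive · Buffer or medium – Tris/MgCl2 kinase buffer · Measure – Luminescence-derived activity versus plate DMSO and GW8510 wells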
RGS4 block: RGS4 inhibitors, primary screen, cell-based, HEK293 M3R inducible RGS4, calcium flux | Fluo-4 calcium flux; hits give high values; triggered by carbachol at its EC20 | Regulator of G-protein signaling 4 (Homo sapiens), P49798 | AID 463165, 2010 | 310,000 compounds, 0.45% hits | B-score at 10 µM;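 active = B-score, a plate-corrected calcium signal, over three deviations above library mean, with baseline fluorescence within five deviations of library mean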;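 also: RGS4 expression induced by doxycycline in cells with stable M3 receptor; B-score is computed from the integrated fluorescence ratio over baseline after carbachol; higher B-score means a larger calcium signal and so more RGS4 inhibition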
Target sequence (P49798 whole entry, looked up): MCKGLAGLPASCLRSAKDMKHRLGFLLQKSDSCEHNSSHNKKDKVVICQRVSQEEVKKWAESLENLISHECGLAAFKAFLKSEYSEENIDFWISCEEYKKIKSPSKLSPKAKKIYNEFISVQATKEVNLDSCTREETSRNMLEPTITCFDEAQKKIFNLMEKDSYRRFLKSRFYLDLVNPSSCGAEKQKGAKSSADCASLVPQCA
KCNK3 inh: human KCNK3 channel inhibitors, primary screen, CHO cells, FluxOR thallium flux, B-score | FluxOR fluorescence; hits give low values | 340,000 compounds, 0.84% hits | B-score at 10 µM;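 active = B-score under library mean minus 4 SD, starting fluorescence ratio at most library mean plus 5 SD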;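 also: more negative B-score means stronger inhibition of thallium flux through KCNK3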
Target sequence (O14649 whole entry, looked up): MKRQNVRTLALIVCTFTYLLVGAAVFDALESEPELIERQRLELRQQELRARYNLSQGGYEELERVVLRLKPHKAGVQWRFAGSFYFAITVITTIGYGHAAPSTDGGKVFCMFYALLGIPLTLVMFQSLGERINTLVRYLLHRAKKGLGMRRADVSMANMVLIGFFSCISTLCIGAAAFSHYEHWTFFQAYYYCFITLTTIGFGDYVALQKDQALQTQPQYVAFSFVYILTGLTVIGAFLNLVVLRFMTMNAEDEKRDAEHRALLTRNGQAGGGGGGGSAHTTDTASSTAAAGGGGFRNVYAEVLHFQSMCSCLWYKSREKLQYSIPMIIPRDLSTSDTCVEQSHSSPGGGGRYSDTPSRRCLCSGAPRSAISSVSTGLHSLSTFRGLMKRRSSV
KCNK9 inh: KCNK9 potassium channel inhibitors, primary screen, HEK293 cells, thallium flux; Potassium channel subfamily K member 9 (Homo sapiens), Q9NPC2; FluxOR thallium flux fluorescence; hits give low values; B-score at 10 µM; 310,000 compounds, 1.2% hits; AID 488922, 2010;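 active = ratio B-score over 3 SD below the library mean, with starting fluorescence within 5 SD of its mean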;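 also: negative B-score means less thallium flux so channel inhibition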
Target sequence (Q9NPC2 whole entry, looked up): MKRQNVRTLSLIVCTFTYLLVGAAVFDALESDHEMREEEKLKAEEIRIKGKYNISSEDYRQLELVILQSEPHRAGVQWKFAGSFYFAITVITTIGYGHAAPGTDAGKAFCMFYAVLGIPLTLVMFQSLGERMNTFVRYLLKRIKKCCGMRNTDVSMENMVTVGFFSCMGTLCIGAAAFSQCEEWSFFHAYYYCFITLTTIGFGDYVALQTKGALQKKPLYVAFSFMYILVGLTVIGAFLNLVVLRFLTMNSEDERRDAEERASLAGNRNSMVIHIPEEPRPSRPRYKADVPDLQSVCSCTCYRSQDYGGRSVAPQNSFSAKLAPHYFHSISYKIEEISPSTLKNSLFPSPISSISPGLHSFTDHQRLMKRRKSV
DYRK1A inh: rat Dyrk1A kinase inhibitors, primary screen, biochemical, single point, plate reader. 310,000 compounds, 0.43% hits. ADP-Glo luminescence, NFATc1 peptide. Dual specificity tyrosine-phosphorylation-regulated kinase 1A (Rattus norvegicus), Q63470. inhibition, % at 12.5 µM; in the data active = inhibition above about 50%;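 also: plate controls were vehicle with enzyme for no effect and no enzyme for full effect; many of its hits are not listed in these tables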
KCNQ1 act: potentiators or activators of KCNQ1 channel, primary screen, cell-based, thallium flux, high-throughput | CHO-K1 KCNQ1, thallium flux FluxOR fluorescence; hits give high values | B-score at 10 µM | 310,000 compounds, 0.35% hits | AID 2648, 2010;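 active = fluorescence ratio B-score, a plate-corrected score, at least three library SD, with initial intensity B-score within 5 SD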
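Assay system: CHO-K1 cells stably expressing KCNQ1; Medium: assay buffer with matched DMSO; Also added: K+/Tl+ depolarizing stimulus; Dosing: single dose; Timing: dye 90 min, compound 20 min, room temperature; Measured by: kinetic FluxOR thallium fluorescence, 10-s 1-Hz baseline, 110-s post-stimulus read; Read-out: peak-minus-minimum fluorescence over initial fluorescence, negative-control normalized, B-scored.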
KCNQ1 inh: inhibitors of human KCNQ1 channel, primary screen, cell-based, thallium flux, high-throughput | CHO-K1 KCNQ1, FluxOR thallium flux fluorescence; hits give high values | 310,000 compounds, 1.3% hits | B-score at 10 µM | Potassium voltage-gated channel subfamily KQT member 1 (Homo sapiens), P51787;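 active = compounds whose thallium flux B-score, printed positive for inhibition, exceeds three library SD while starting fluorescence stays within three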;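 also: channel opened by potassium depolarization with thallium stimulus after 20 min compound exposure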
GSK3 alpha inh: blockers of GSK3A enzyme activity – biochemical, luminescence, cell-free homogeneous, HTS, primary screen. 320,000 compounds, 0.1% hits. GSK-3 alpha kinase, ADP-Glo luminescence, 60 min. inhibition, % at 10 µM. Glycogen synthase kinase-3 alpha (Homo sapiens), P49840;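 in the data active = inhibition above about 50%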;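 also: GST-tagged GSK-3 alpha with peptide substrate and 25 µM ATP; 0% = DMSO neutral wells and 100% = GW8510 positive control wells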
An asterisk follows results filed as active; i = inactive; . = no result given. The list is partial. The share of hits here may be higher or lower than overall.

SMILES	PolyA inh	RGS4 act	hERG protect	GSK3B inh	RGS4 block	KCNK3 inh	KCNK9 inh	DYRK1A inh	KCNQ1 act	KCNQ1 inh	GSK3 alpha inh
CN(C)CCN(C(=O)c1cccc(Cl)c1)c1nc2c(Cl)cccc2s1	i	i	-14	1	i	i	i	-8	i	i	.
CC(C)(C)c1cc(C(=O)NCc2cccnc2)ccn1	i	i	-8	-1	i	i	i	.	i	i	0
C/C(CCC12CC3CC(CC(C3)C1)C2)=N\NC(N)=S	i	i	3	3	i	i	i	-4	i	i	1
COc1ccc(NC2CCCN(C(=O)CCc3cccc(Cl)c3)C2)cc1 (stereo not drawn)	i	i	-13	3	i	i	i	2	i	i	11
COc1ccccc1NC(=S)N1CCC(NC(=O)NC23CC4CC(CC(C4)C2)C3)CC1	i	i	-6	-2	i	i	i	-4	i	i	-1
O=C(Nc1cccc(F)c1)c1ccc(S(=O)(=O)N2CCOCC2)cc1	i	i	-8	0	i	i	i	3	i	i	1
O=C(Cc1cccc2ccccc12)Nc1ccc(N2CCOCC2)cc1	i	i	-9	1	i	i	i	-2	i	i	0
O=C(COc1ccc(S(=O)(=O)N2CCCC2)cc1)NCC1CCCO1 (stereo not drawn)	i	i	-5	0	i	i	i	0	i	i	0
Cc1ccc(NC(=O)c2cc(=O)[nH]c3ccccc23)cc1	i	i	-5	2	i	i	i	14	i	i	1
Cc1ccc(C(=O)N/C(=C\c2cccs2)C(=O)NCCc2c[nH]c3ccccc23)cc1C	i	i	-13	-1	i	i	i	3	i	i	-3
CC1CC(C)CN(C(=O)c2ccc3ccccc3c2)C1 (stereo not drawn)	i	i	-17	2	i	i	i	-7	i	i	-5
CC(=O)c1cc2c(cc1N/C(=N/S(=O)(=O)c1ccccc1)c1ccc(Cl)cc1)OCO2	i	i	-9	0	i	i	i	0	i	i	-3
CCCCCCSc1cc(C)nc2ncnn12	i	i	-8	2	i	i	i	0	i	i	-2
CCc1cc(-c2n[nH]c(C)c2-c2nc3ccccc3n2C)c(O)cc1O	i	i	-4	-5	i	i	i	1	i	i	-1
CCOC(=O)c1cccc(C(=O)Oc2ccccc2)n1	i	i	-3	-2	i	i	i	-11	i	i	-4
Cc1ccc(NC(=O)Nc2ccnc(-c3cccnc3)n2)cc1	i	i	3	-1	i	i	i	21	i	i	23
O=C(COC(=O)c1ccc[nH]c1=O)Nc1cc(S(=O)(=O)N2CCCCC2)ccc1Cl	i	i	-17	-2	i	i	i	-1	i	i	1
COc1ccc(NC(=O)CSc2ncn[nH]2)c([N+](=O)[O-])c1	i	i	0	4	i	i	i	1	i	i	0
NC(=O)c1c(NC(=O)c2c(F)cccc2F)sc2c1CCN(Cc1ccccc1)C2	i	i	-11	-1	i	i	i	2	i	i	0
Cc1nc(C(=O)NNC(=O)Nc2ccccc2)cs1	i	i	-9	-1	i	i	i	-2	i	i	-1
CC(=O)Nc1cc(NC(C)=O)cc(C(=O)NC(C)(C)C)c1	i	i	-12	2	i	i	i	2	i	i	1
COc1ccccc1CN1C[C@@H]2C[C@@H](c3cccc(O)c3)N3CCC[C@@]23C1=O	i	i	-8	-3	i	i	i	12	i	i	-2
COC(=O)c1cc(=O)[nH]c(SCc2cccc(C)c2)n1	i	i	-7	0	i	i	i	4	i	i	-3
O=C1CCC/C(=N/Nc2ccc(Cl)cc2)C1	i	i	-8	0	i	i	i	2	i	i	0
Cn1c(=O)cc(SCC(=O)N2CCN(C3CCCCC3)CC2)c2ccccc21	i	i	-13	0	i	i	i	-5	i	i	5
N#CC1=C(N)N2C(=C(C#N)C1c1ccccc1)Sc1ccccc12 (stereo not drawn)	i	i	-11	4	i	.	i	.	i	i	0
Cc1nonc1C1CCCN1C(=O)c1cc(COc2cccc(C(F)(F)F)c2)on1 (stereo not drawn)	i	i	-5	2	i	-9*	i	.	i	i	-1
O=C(C(Cc1ccccc1)n1cccc1)N1CCc2ccccc21 (stereo not drawn)	i	i	-8	-1	i	i	i	-1	i	i	-3
O=C(N/C(=C\c1ccc(Br)cc1)c1nc2ccccc2[nH]1)c1ccco1	i	i	-4	3	i	i	i	5	i	i	-2
COc1ccc(C2/C(=C(/O)c3ccc(Cl)cc3)C(=O)C(=O)N2CCN2CCOCC2)c(OC)c1 (stereo not drawn)	i	i	-10	-1	i	i	i	4	i	i	-2

Some entries already given, showing only GSK3 alpha inh, KCNK9 inh and GSK3B inh:
SMILES	GSK3 alpha inh	KCNK9 inh	GSK3B inh
CC(=O)Nc1cc(NC(C)=O)cc(C(=O)NC(C)(C)C)c1	1	i	2
COc1ccccc1CN1C[C@@H]2C[C@@H](c3cccc(O)c3)N3CCC[C@@]23C1=O	-2	i	-3

(continued)
SMILES	PolyA inh	RGS4 act	hERG protect	GSK3B inh	RGS4 block	KCNK3 inh	KCNK9 inh	DYRK1A inh	KCNQ1 act	KCNQ1 inh	GSK3 alpha inh
COC(=O)c1cc(NC(=S)N2CCN(C(=O)C3CCCO3)CC2)cc(C(=O)OC)c1 (stereo not drawn)	i	i	-3	1	i	i	i	-4	i	i	3
CCN(CC(=O)NCCCN1CCOCC1)S(=O)(=O)c1ccc(Cl)cc1	i	i	-5	0	i	i	i	3	i	i	-2
COc1ccc(-n2nc3c(c2NC(=O)C(C)Cl)CSC3)cc1 (stereo not drawn)	i	i	-8	0	i	i	i	-5	i	i	3
CC1(C)CC(=O)C=C(Nc2ccc([N+](=O)[O-])cc2)C1	i	i	-5	0	i	i	i	4	i	i	0
NC1=NC(=Nc2cccc(Cl)c2)c2ccccc21	i	i	-17	-2	i	i	i	11	i	i	1
Cc1ccc(CNc2ccc3c(c2)OCO3)cc1	i	i	-10	-2	i	i	i	-1	i	i	6
CCN1CCN(C(=O)CN(C)S(=O)(=O)c2ccc(Cl)cc2)CC1	i	i	-8	-2	i	i	i	-1	i	i	-2
O=C(Nc1nccs1)c1ccc2c(c1)C(=O)N(Cc1cccnc1)C2=O	i	i	-8	2	i	i	i	-3	i	i	0
Cc1ccc(Cn2ccc(-c3cnc(-c4ccccc4)s3)n2)cc1	i	i	-4	0	i	i	i	2	i	i	-1
CCCCn1c(N)c(N(CCOC)C(=O)c2sc3cc(F)ccc3c2Cl)c(=O)[nH]c1=O	i	i	-22	-4	i	i	i	6	i	i	5
CC(C)c1nnc(SCC(=O)NCCC2=CCCCC2)n1N	i	i	-12	2	i	i	i	0	i	i	0
O=C(NCCCN=C1NS(=O)(=O)c2ccccc21)c1ccc(F)cc1	i	i	-11	-8	i	i	i	3	i	i	2
O=C(NCc1ccccc1Cl)C1CCN(S(=O)(=O)N2CCCCCC2)CC1	i	i	-2	0	i	i	i	-10	i	i	-2
FC(F)(F)c1nnc2ccc(-n3ccnc3)nn12	i	i	-4	2	i	i	i	-1	i	i	-2
CCCC(CCC)C(=O)NCCN1CCOCC1	i	i	-6	0	i	i	i	-3	i	i	-3
CC(C)CCN1CCN(Cc2nc3ccccc3s2)CC1CCO (stereo not drawn)	i	i	-11	-1	i	i	i	3	i	i	-1
CCc1cccc(N(CC(=O)NCc2ccc(F)cc2)C(=O)c2csnn2)c1	i	i	0	-3	i	i	i	-1	i	i	0
CCCn1c(C)cc(C(=O)COc2ccc(C)nc2[N+](=O)[O-])c1C	i	i	-6	-5	i	i	i	6	i	i	0
O=C(CCS(=O)(=O)c1ccccc1)Nc1nc2ccc(F)cc2s1	i	i	-10	1	i	i	i	5	i	i	-3
CCC(=O)c1c[nH]c(C(=O)NCc2cccs2)c1	i	i	-9	-2	i	i	i	2	i	i	-1
COc1ccc(C(C)=O)cc1CSc1nnc(Nc2ccccc2C)s1	i	i	-8	-4	i	i	i	.	i	i	-2
CC(NC(=O)c1ccc(N(C)C)cc1)C(c1cccs1)N1CCN(C)CC1 (stereo not drawn)	i	i	-4	0	i	i	i	-2	i	i	-2
CC1(C)Cc2c(cnn2-c2ccc(F)cc2)C(NC(=O)c2ccoc2)C1 (stereo not drawn)	i	i	-13	2	i	i	i	0	i	7*	-3
CCCN(C(=O)CCNC(=O)Cn1cnc2ccccc2c1=O)c1cccc(C)c1	.	i	-12	3	i	i	i	0	i	i	0
COc1cc(C#N)ccc1OCC(=O)c1ccc2c(c1)OCCO2	i	i	-7	2	i	i	i	5	i	i	1
COc1cc(C(=O)Nc2ccc(OCC(=O)N3CCOCC3)cc2C)cc(OC)c1OC	i	i	-10	.	i	i	i	-10	i	i	1
O=C1c2cccc([N+](=O)[O-])c2C(=O)N1c1cccnc1	i	i	-13	-6	i	i	i	1	i	i	-1
COc1ccccc1/C=N/NC(=O)COCC(=O)N/N=C/c1ccccc1OC	i	i	-3	-3	i	i	i	0	i	i	1
O=C(NCC1(O)CCCCC1)C1CCC(=O)N(Cc2cccc(C(F)(F)F)c2)C1 (stereo not drawn)	i	i	-10	-1	i	i	i	4	i	i	-1
CC1(C)N=C(N)N=C(N)N1c1ccc(C(=O)O)cc1	i	i	-3	2	i	.	i	.	i	i	-2
COc1ccc(S(=O)(=O)N2CCN(C(=O)NC3CCCCC3)CC2)cc1	i	i	-2	-1	i	i	i	-1	i	i	-2
